Runt-SMMHC FRET – inhibitors of RUNX1 Runt–CBFb-SMMHC binding, primary screen, biochemical, FRET, Cerulean-Runt, Venus-CBFb-SMMHC, uHTS; Cerulean-Runt/Venus-CBFb-SMMHC FRET ratio 530/480, 1 h; inhibition, % at 20 µM; 0.74% of 220,000 active; AID 1434, 2008;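 active = mean inhibition across duplicate retests at 20 µM reaching about 50%, limit read from the data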;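 note: 0% = DMSO wells and 100% = wells with excess untagged CBFb-SMMHC; inhibitors lower the FRET ratio by blocking Runt binding to CBFb-SMMHC; some results filed as inactive read as strong as hits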
EBV gp42 inh – Epstein-Barr virus gp42 inhibitors, primary screen, biochemical, uHTS, fluorescence polarization; Glycoprotein 42 (Epstein-Barr virus (strain AG876)), Q1HVG2; Fluorescence polarization binding assay, mP read-out; inhibition, % (tested at 21.74 µM); 0.42% of 220,000 active; AID 1085, 2008; in the data active = inhibition above about 50%
p47phox inh – p47phox/p22phox peptide binding inhibitors, primary screen, biochemical, uHTS, NADPH oxidase regulatory subunit. fluorescence polarization, 2 h. inhibition, % at 24.7 µM. 0.53% of 220,000 active. AID 1274, 2008;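 active = inhibition above about 30%, limit read from the data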;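 note: 0% = p47phox with labelled peptide and 100% = labelled peptide alone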
Calpain2 inh – inhibitors of pig calpain II, primary screen, biochemical, fluorogenic peptide substrate, 1536-well; purified calpain II, 30 min; inhibition, % at 16 µM; 0.37% of 220,000 active; AID 1236, 2008;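 active = inhibition above about 50%, limit read from the data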
RBBP9 inhibitor – human RBBP9 inhibitors, primary screen, biochemical, fluorescence polarization, FP-Rh probe, HTS; Serine hydrolase RBBP9 (Homo sapiens), O75884; recombinant RBBP9; inhibition, % at 7.94 µM; 0.2% of 220,000 active; AID 1515, 2009;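 active = inhibition above the campaign mean of all tested compounds plus 3 SD, cut at about 14% in these data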;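 note: plate controls were DMSO wells with RBBP9 for no effect and wells lacking RBBP9 protein for full effect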
Target sequence (O75884 whole entry, looked up): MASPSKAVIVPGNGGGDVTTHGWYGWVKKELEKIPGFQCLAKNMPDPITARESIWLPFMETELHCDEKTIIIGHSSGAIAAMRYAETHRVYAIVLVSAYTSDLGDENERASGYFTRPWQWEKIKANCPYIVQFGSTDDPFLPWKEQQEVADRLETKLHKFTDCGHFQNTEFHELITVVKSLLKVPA
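System: RBBP9 protein / Buffer or medium: Tris/NaCl buffer pH 8.0 with 0.1% Pluronic / Probe or stimulus: Serine-hydrolase probe FP-Rh, 375 nM pre-mixing / Dosing: 7.94 µM single dose, 0.794% DMSO / Times: enzyme-compound preincubation 30 min, then probe labeling 45 min, 25 °C / Technique: fluorescence polarization (mP), excitation 525 nm, emission 598 nm / Replication: singlicate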
p97 inhibitor – inhibitors of human p97 ATPase, primary screen, biochemical; Transitional endoplasmic reticulum ATPase (Homo sapiens), P55072; recombinant p97 ATPase, Kinase-Glo ATP luminescence, 3 h; inhibition, % at 8 µM; 0.42% of 220,000 active; AID 1481, 2009; in the data active = inhibition above about 15%;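 note: 0% = DMSO vehicle and 100% = wells lacking enzyme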
Target sequence (P55072 whole entry, looked up): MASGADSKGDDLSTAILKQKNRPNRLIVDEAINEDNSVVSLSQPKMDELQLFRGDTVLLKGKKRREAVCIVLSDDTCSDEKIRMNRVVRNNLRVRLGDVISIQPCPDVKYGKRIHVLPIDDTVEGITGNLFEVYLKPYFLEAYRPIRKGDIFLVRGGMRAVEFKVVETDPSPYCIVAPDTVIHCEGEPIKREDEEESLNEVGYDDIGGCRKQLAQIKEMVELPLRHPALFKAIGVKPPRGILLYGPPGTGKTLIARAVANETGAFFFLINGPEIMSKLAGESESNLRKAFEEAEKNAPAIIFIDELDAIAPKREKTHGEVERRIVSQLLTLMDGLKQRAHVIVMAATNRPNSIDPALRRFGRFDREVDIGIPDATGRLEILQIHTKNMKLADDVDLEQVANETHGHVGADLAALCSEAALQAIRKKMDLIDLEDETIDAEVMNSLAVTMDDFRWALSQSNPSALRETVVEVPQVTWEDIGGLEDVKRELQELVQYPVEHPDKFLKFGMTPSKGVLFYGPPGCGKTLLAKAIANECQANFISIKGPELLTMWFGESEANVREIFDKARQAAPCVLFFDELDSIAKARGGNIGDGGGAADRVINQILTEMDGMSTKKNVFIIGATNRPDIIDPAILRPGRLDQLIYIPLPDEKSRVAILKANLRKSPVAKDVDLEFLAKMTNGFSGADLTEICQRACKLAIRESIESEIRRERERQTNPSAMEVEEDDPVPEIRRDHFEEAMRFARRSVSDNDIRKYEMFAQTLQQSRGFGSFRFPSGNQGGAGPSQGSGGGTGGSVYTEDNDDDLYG
Furin inhibitor – human furin inhibitors, primary screen, biochemical, fluorescence intensity. purified furin, fluorogenic substrate cleavage. inhibition, % at 30 µM. 0.061% of 220,000 active; in the data active = inhibition above about 25%; note: inactives centre near -15
Runt-CBFb FRET – inhibitors of RUNX1 Runt–CBFb binding, primary screen, biochemical, FRET, Cerulean-Runt, Venus-CBFb, uHTS; Cerulean-Runt/Venus-CBFb FRET ratio 530/480, 1 h; inhibition, % at 20 µM; 0.46% of 220,000 active; AID 1496, 2009;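 active = inhibition over about 50% at 20 µM in the single-dose screen, limit read from the data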;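 note: 0% = DMSO wells and 100% = excess unlabeled CBFb competitor control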
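Buffer or medium: Tris pH 7.5 buffer with BSA. Assay system: Cerulean-labeled Runt domain protein. Amount: each fluorescent fusion protein 100 nM. Read-out basis: loss of energy transfer signal. Incubation: 1 h compound exposure, room temperature. Probe or stimulus: Venus-CBFb binding partner, 100 nM. Detection: FRET, excitation 422 nm, emission at 530 and 480 nm.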
TbHK1 inh – Trypanosoma brucei hexokinase 1 inhibitors, primary screen, biochemical, G6PDH-coupled NADH absorbance, MLSCN library | 0.11% of 220,000 active | hexokinase 1 [Trypanosoma brucei] | inhibition, % at 10 µM | recombinant TbHK1, G6PDH-coupled NADH A340 | AID 1430, 2008;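 active = inhibition of 50% or more in the single-dose primary screen; inactive = inhibition below 50%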
An asterisk follows results filed as active; / = no result given; [ ] = dose if it differs, or a comment.

Values in the order – RBBP9 inhibitor, TbHK1 inh, Runt-SMMHC FRET, EBV gp42 inh, Calpain2 inh, Runt-CBFb FRET, p97 inhibitor, Furin inhibitor, p47phox inh
1. O=C1OC2(CCCCC2)OC(=O)C1=CNc1ccc2c(c1)OCO2
 : -8, -9, -7, 8, -5, 0, -3, -7, 3
2. O=C1C(Cc2ccccc2)SC(=Nc2ccccc2)N1c1ccccc1 (stereo not drawn)
 : -3, -3, -6, 2, 24, -2, 1, -28[20 µM], 2
3. Cc1ccccc1C(=O)Oc1ccccc1N1C(=O)C2CC=CCC2C1=O (stereo not drawn)
 : -4, 21, -1, -9, 1, -2, -4, -9, -13
4. COc1ccc(CN2CCN(S(=O)(=O)c3ccc(C)cc3)CC2)cc1Br
 : -4, 1, -6, -17, 5, 0, 1, -14[20 µM], 30
5. Cc1c(Br)cc(C(=O)O)c(C)c1C
 : 1, 5, -2, -14, 3, -1, 5, -20[20 µM], -3
6. Cc1ccc(-c2nnc(COc3cccc(-n4cnnn4)c3)o2)cc1
 : -10, 2, 0, 10, 20, 1, -2, -5, -2
7. CC1=NN2C(=N)/C(=C\c3cc(C)n(-c4cccc(C)c4)c3C)C(=O)N=C2S1
 : 1, -10, 0, 10, -44, -1, 3, -21, -4
8. Cc1ccc(S(=O)(=O)N2CCN(C(=O)c3ccccc3)C2C(C)C)cc1 (stereo not drawn)
 : -7, 0, -12, -20, -5, -4, 0, -26, -4
9. Cc1ccc(CCNC(=O)c2coc3nc4ccccc4nc23)cc1
 : -10, -3, -7, -28, -77, -1, 1, -10, -145
10. O=C1C(C2=C(O)c3ccccc3C2=O)=Nc2ccccc21
 : 4, -2, -14, -13, 25, -1, 3, -21, 9
11. O=C(N1CCCC1)C12CC3CC(CC(C3)C1)C2
 : -1, 3, -1, -8, -8, 0, 0, -21[20 µM], -7
12. COc1cccc(NC(=O)c2ccc(NC(=O)C(C)C)cc2)c1
 : 3, -1, 0, -8, 32, 1, -3, -28, -4
13. CC1=N/C(=C/c2ccco2)C(=O)O1
 : -4, 5, 4, -6, 1, 12, 5, -18, -26
14. COCCn1nnnc1C(c1cc2cc(C)ccc2[nH]c1=O)N1CCc2ccccc21 (stereo not drawn)
 : 3, -22, 5, -6, -24, 9, -6, -16[20 µM], -10
15. Cc1ccccc1N1CCN(CCCCN2C(=O)C3CCCN3C2=O)CC1 (stereo not drawn)
 : -5, -9, 6, 7, -4, -3, -4, -5, 7
16. COc1ccc2c(c1)CC(C1(O)C(=O)N(C)c3ccccc31)C2=O (stereo not drawn)
 : -2, 1, -3, -23, -33, 2, 4, -20, 4
17. CC(C)(C)NS(=O)(=O)c1ccc2c(c1)oc(=O)c1cc(S(=O)(=O)NC(C)(C)C)ccc12
 : 0, -4, -5, 2, -22, -1, -2, -31[20 µM], -4
18. CCOC(=O)N1CCN(C(c2cccc(OC)c2)c2sc3nc(C)nn3c2O)CC1 (stereo not drawn)
 : -4, 5, 3, -14, 23, 0, -3, -2, -1
19. CC(=O)CC(=O)Nc1nc(C)cc(C)n1
 : -7, -2, 3, 8, -4, 0, -2, -19, 0
20. COc1ccc(CCNC(=O)c2cc(-c3ccccc3O)n[nH]2)cc1OC
 : -7, 1, 0, -10, 18, 2, 2, -15, -3
21. COc1ccccc1N1CCN(C(CNC(=O)C2CCCCC2)c2cccnc2)CC1 (stereo not drawn)
 : -7, -6, 0, -1, -10, 1, 0, -27, -2
22. O=C(NNC(=S)Nc1ccc(Br)cc1Cl)c1ccco1
 : -1, -15, 1, -19, 9, 2, 9, -22, -6
23. O=C(CCCSc1nc2ccccc2[nH]1)Nc1nnc(C2CC2)s1
 : -3, -2, -2, -3, -5, 0, 6, -21, -7
24. OC(c1cccc(OCc2ccccc2)c1)c1nnc(-c2ccccc2)o1 (stereo not drawn)
 : -6, 6, -9, -7, 7, -2, -1, 2, -19
25. O=c1oc2ccc(Cl)cc2cc1-c1ccccc1
 : -7, -10, 4, -11, -48, 0, 0, -17, 3
26. CC(C)CC(NC(=O)C(NC(=O)OC(C)(C)C)C(C)C)C(=O)N1CCCC1C(N)=O (stereo not drawn)
 : 2, 2, -1, -11, 7, -1, 0, -24, -1
27. Cc1cc(C)c(/C([O-])=C(/C(=S)Nc2ccc(SC(F)F)cc2)[n+]2ccccc2)cc1C
 : -2, -17, 3, 5, -64, 6, 9, -18, -28
28. CN1CCN(CCCNC(=O)c2nnc(Cc3c(F)cccc3Cl)o2)CC1
 : -6, 2, 2, -20, -2, -1, 3, -20[20 µM], -13
29. CC(C)NOC(=O)c1ccc(Cl)cc1
 : -7, -2, 0, 6, -10, 0, 1, -25, -8
30. Clc1ccc(Nc2ccccc2)nn1
 : 0, -12, -3, -9, -1, 1, -1, -11, -4

(list continues)
Values in the order – RBBP9 inhibitor, TbHK1 inh, Runt-SMMHC FRET, EBV gp42 inh, Calpain2 inh, Runt-CBFb FRET, p97 inhibitor, Furin inhibitor, p47phox inh
31. CCCOc1ccc(NC(=O)C2CC(=O)N/C(=N/N=C(\C)CCc3ccc4c(c3)OCO4)S2)cc1 (stereo not drawn)
 : -10, -3, 0, 2, -23, -15, 5, -15, -7
32. Cc1cc(C)n2nc(CC(=O)NCc3ccc(F)cc3)nc2n1
 : -1, -8, -6, 3, 0, 2, -1, -26, -14
33. CCOC(=O)/C=C/c1nc(C(=O)OCC)c(C)c(=O)[nH]1
 : -10, -15, 2, -9, 5, 3, 5, -7, -16
34. Cc1ccc(C)c(NC(=S)N2CCC(N(C)CC3CCCO3)CC2)c1 (stereo not drawn)
 : -1, 0, 0, -21, -13, 4, -2, -6[20 µM], -6
35. CCN(CC)S(=O)(=O)c1ccc2c(c1)nc(CCC(=O)Nc1ccc3c(c1)OCO3)n2C
 : 1, 25, -8, -12, 4, -3, 4, -1, -6
36. OCCC1CN(Cc2cccs2)CCN1Cc1ccccc1 (stereo not drawn)
 : -16, 4, 4, -15, -10, 1, 4, -20, -10
37. COc1ccc2ccccc2c1/C=N/NC(=S)Nc1cc(S(=O)(=O)N2CCOCC2)ccc1N1CCOCC1
 : -1, -28, 5, -7, -91, -6, 6, -16, -6
38. CC(C)C(c1nnnn1C1CCCC1)N1CCC(C(N)=O)CC1 (stereo not drawn)
 : -11, -2, 2, -3, 11, -1, 0, -15, 8
39. CCCC1CC(C)(C(=O)Cn2[nH]c(=O)ccc2=O)OC1=O (stereo not drawn)
 : -6, -1, 1, -14, -10, 0, -3, -26[20 µM], -6
40. Cc1ccc(C(=O)CSc2nnc(-c3ccc4[nH]c(C)c(C)c4c3)o2)cc1C
 : -5, -26, -2, -12, -117, -1, 2, -10[20 µM], -9
41. N#CC(C(=O)NC1CCCCC1)c1nc2ccccc2nc1N1CCN(c2ccccc2F)CC1 (stereo not drawn)
 : 0, -10, -97, 15, -33, /, 1, -6, -17
42. O=C(Nc1nnc(COc2ccccc2)s1)C1CCN(S(=O)(=O)c2ccc(Cl)cc2)CC1
 : -4, 0, -2, -15, -2, -1, -5, -2[20 µM], -3
43. CCCCOc1ccccc1C1NC(=O)NC(C)=C1C(=O)OCc1ccco1 (stereo not drawn)
 : -4, 5, 1, -5, -3, 2, -3, -18, -22
44. O=S(=O)(c1cccs1)N1CCN(CC(O)COC2CCCc3ccccc32)CC1 (stereo not drawn)
 : -1, 5, -4, -10, -9, -4, -1, -24, -17
45. Cc1cnc(NC(=O)c2sc(Nc3ccccc3)nc2N)o1
 : 6, -46, 2, -24, 18, -1, 8, 1, -20
46. O=C(N/N=C/c1ccco1)c1cc(Br)ccc1OCc1ccccc1
 : 1, -19, 9, -12, -74, 2, 1, -13, -19
47. COc1ccc(NC(=O)CN2c3cccc4cccc(c34)S2(=O)=O)cc1
 : -2, -4, -2, -20, -119, -1, 4, -11, 0
48. COC(=O)C1=C(N)Oc2cc(C)n(Cc3ccccc3)c(=O)c2C1c1ccccc1 (stereo not drawn)
 : -9, -2, 44, -2, -18, 2, -2, -9[20 µM], -13
49. CCCc1c(C(=O)NNc2ccc(C)cc2)cnn1-c1ccccc1
 : -3, -2, 2, -6, -1, -2, 4, -14, -9
50. Cc1ccc(CSc2nnc(SCC(=O)N/N=C/C=C/c3ccco3)s2)cc1
 : -7, 1, 1, -22, -13, 3, 6, -18, -11
51. Cc1ccc(S(=O)(=O)N2CCN(CC(=O)Nc3ccc([N+](=O)[O-])cc3)CC2)cc1C
 : -10, -1, 5, 1, -5, 0, 2, -26, 4
52. CC(C)(C)C1CCC2(CC1)C(C#N)=C(SCC(=O)NC1CCCCC1)NC(=O)C2C#N (stereo not drawn)
 : 0, -12, 5, -12, -79, -5, 4, -19[20 µM], -16
53. COc1ccc(CC(=O)Nc2nc(-c3ccncc3)cs2)cc1
 : -4, -5, -6, -16, -71, 1, 8, -16, -14

Some of the entries above in another layout:
entry | mol | RBBP9 inhibitor | TbHK1 inh | Runt-SMMHC FRET | EBV gp42 inh | Calpain2 inh | Runt-CBFb FRET | p97 inhibitor | Furin inhibitor | p47phox inh
34 | Cc1ccc(C)c(NC(=S)N2CCC(N(C)CC3CCCO3)CC2)c1 (stereo not drawn) | -1 | 0 | 0 | -21 | -13 | 4 | -2 | -6[20 µM] | -6
53 | COc1ccc(CC(=O)Nc2nc(-c3ccncc3)cs2)cc1 | -4 | -5 | -6 | -16 | -71 | 1 | 8 | -16 | -14
42 | O=C(Nc1nnc(COc2ccccc2)s1)C1CCN(S(=O)(=O)c2ccc(Cl)cc2)CC1 | -4 | 0 | -2 | -15 | -2 | -1 | -5 | -2[20 µM] | -3
39 | CCCC1CC(C)(C(=O)Cn2[nH]c(=O)ccc2=O)OC1=O (stereo not drawn) | -6 | -1 | 1 | -14 | -10 | 0 | -3 | -26[20 µM] | -6
49 | CCCc1c(C(=O)NNc2ccc(C)cc2)cnn1-c1ccccc1 | -3 | -2 | 2 | -6 | -1 | -2 | 4 | -14 | -9

Entries of single compounds, quoted from the list.
CCCOc1ccc(NC(=O)C2CC(=O)N/C(=N/N=C(\C)CCc3ccc4c(c3)OCO4)S2)cc1 (stereo not drawn) as listed: RBBP9 inhibitor: -10; TbHK1 inh: -3; Runt-SMMHC FRET: 0; EBV gp42 inh: 2; Calpain2 inh: -23; Runt-CBFb FRET: -15; p97 inhibitor: 5; Furin inhibitor: -15; p47phox inh: -7
CCCc1c(C(=O)NNc2ccc(C)cc2)cnn1-c1ccccc1 as listed: RBBP9 inhibitor: -3; TbHK1 inh: -2; Runt-SMMHC FRET: 2; EBV gp42 inh: -6; Calpain2 inh: -1; Runt-CBFb FRET: -2; p97 inhibitor: 4; Furin inhibitor: -14; p47phox inh: -9
O=S(=O)(c1cccs1)N1CCN(CC(O)COC2CCCc3ccccc32)CC1 (stereo not drawn) as listed: RBBP9 inhibitor: -1; TbHK1 inh: 5; Runt-SMMHC FRET: -4; EBV gp42 inh: -10; Calpain2 inh: -9; Runt-CBFb FRET: -4; p97 inhibitor: -1; Furin inhibitor: -24; p47phox inh: -17

Source: PubChem BioAssay
